# High-throughput results as filed in PubChem BioAssay.
# TbHK1 inh – blocks Trypanosoma brucei hexokinase 1 activity; recombinant TbHK1, G6PDH-coupled NADH A340; inhibition, % at 10 µM; 0.11% of 220,000 active; AID 1430;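 active means inhibition of 50% or more in the single-dose primary screen; inactive means inhibition below 50%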
# Furin inh – blocks human furin protease activity | inhibition, % at 30 µM | purified furin, fluorogenic substrate cleavage | P09958 | AID 463115 | 0.061% of 220,000 active; in the data active means inhibition above about 25%; further: inactives centre near -15
# NCF1 inh – p47phox (human) inhibition | P14598 | p47phox/p22phox peptide binding, fluorescence polarization, 2 h | inhibition, % at 24.7 µM | 0.53% of 220,000 active | AID 1274;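 active means inhibition above about 30%, limit read from the data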;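 further: 0% = p47phox with labelled peptide and 100% = labelled peptide alone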
# p97 ATPase inh – inhibitors of human p97 ATPase; P55072; recombinant p97 ATPase, Kinase-Glo ATP luminescence, 3 h; inhibition, % at 8 µM; 0.42% of 220,000 active; in the data active means inhibition above about 15%;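 further: 0% = DMSO vehicle and 100% = wells lacking enzyme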
# Target sequence (P55072 whole entry, looked up): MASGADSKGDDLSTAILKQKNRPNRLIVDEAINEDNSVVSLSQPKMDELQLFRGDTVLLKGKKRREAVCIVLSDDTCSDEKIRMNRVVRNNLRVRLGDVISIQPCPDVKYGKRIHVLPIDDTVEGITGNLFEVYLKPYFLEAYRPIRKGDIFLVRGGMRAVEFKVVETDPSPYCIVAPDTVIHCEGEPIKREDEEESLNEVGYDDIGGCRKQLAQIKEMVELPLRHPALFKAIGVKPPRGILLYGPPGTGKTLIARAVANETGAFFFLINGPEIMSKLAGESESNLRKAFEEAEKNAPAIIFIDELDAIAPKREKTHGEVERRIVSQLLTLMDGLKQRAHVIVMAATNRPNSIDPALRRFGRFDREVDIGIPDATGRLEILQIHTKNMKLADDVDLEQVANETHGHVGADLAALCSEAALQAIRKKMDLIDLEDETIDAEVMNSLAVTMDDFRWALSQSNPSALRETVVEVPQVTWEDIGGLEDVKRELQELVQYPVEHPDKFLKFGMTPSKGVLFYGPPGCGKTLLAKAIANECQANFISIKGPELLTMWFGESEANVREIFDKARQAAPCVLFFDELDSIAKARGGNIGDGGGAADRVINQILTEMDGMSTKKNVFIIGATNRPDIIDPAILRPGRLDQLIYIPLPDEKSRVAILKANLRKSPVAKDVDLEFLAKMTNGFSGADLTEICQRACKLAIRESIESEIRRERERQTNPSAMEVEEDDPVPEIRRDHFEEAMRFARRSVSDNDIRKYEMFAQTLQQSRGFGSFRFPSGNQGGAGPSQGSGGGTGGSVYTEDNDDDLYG
# Runt-SMMHC FRET – blocks binding of human RUNX1 Runt domain to CBFb-SMMHC. Q01196+Q13951. Cerulean-Runt/Venus-CBFb-SMMHC FRET ratio 530/480, 1 h. inhibition, % at 20 µM. 0.74% of 220,000 active;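 active means mean inhibition across duplicate retests at 20 µM reaching about 50%, limit read from the data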;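 further: 0% = DMSO wells and 100% = wells with excess untagged CBFb-SMMHC; inhibitors lower the FRET ratio by blocking Runt binding to CBFb-SMMHC; some results filed as inactive read as strong as hits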
# RBBP9 inhibitor – blocks human serine hydrolase RBBP9; O75884; recombinant RBBP9, FP-Rh probe fluorescence polarization; inhibition, % at 7.94 µM; 0.2% of 220,000 active; AID 1515;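 active means inhibition above the campaign mean of all tested compounds plus 3 SD, cut at about 14% in these data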;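 further: plate controls were DMSO wells with RBBP9 for no effect and wells lacking RBBP9 protein for full effect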
#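 system = RBBP9 protein | input = RBBP9 at 2.5 µM in dispensed solution, before mixing | measured by = fluorescence polarization (mP), excitation 525 nm, emission 598 nm | incubation = enzyme-compound preincubation 30 min, then probe labeling 45 min, 25 °C | buffer or medium = Tris-NaCl-Pluronic buffer, pH 8.0 | compound = single dose 7.94 µM | also added = FP-Rh probe, 375 nM dispensing solution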
# EBV gp42 block – EBV gp42 inhibition; Q1HVG2; Fluorescence polarization binding assay, mP read-out; inhibition, % (tested at 21.74 µM); 0.42% of 220,000 active; in the data active means inhibition above about 50%
# Target sequence (Q1HVG2 whole entry, looked up): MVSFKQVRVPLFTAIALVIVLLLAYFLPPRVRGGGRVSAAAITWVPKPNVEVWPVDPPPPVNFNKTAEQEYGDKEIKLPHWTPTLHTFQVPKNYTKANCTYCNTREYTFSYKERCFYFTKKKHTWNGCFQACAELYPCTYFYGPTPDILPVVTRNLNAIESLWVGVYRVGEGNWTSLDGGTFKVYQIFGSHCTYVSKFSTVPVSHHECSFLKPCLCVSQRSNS
# Runt-CBFb FRET – Runt domain-CBFb interaction inhibition; Q01196+Q13951; Cerulean-Runt/Venus-CBFb FRET ratio 530/480, 1 h; inhibition, % at 20 µM; 0.46% of 220,000 active; AID 1496;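 active means inhibition over about 50% at 20 µM in the single-dose screen, limit read from the data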;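 further: 0% = DMSO wells and 100% = excess unlabeled CBFb competitor control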
#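 Buffer or medium: Tris pH 7.5 buffer with BSA. Assay system: Cerulean-labeled Runt domain protein. Amount: each fluorescent fusion protein 100 nM. Read-out basis: loss of energy transfer signal. Incubation: 1 h compound exposure, room temperature. Probe or stimulus: Venus-CBFb binding partner, 100 nM. Detection: FRET, excitation 422 nm, emission at 530 and 480 nm.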
# Calpain2 inh – inhibitors of pig calpain II | purified calpain II, fluorogenic peptide substrate, 30 min | AID 1236 | inhibition, % at 16 µM | 0.37% of 220,000 active;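 active means inhibition above about 50%, limit read from the data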
# Active calls of the source: *; nt = not tested or not shown; [ ] = dose if it differs, or a comment.
SMILES,TbHK1 inh,Furin inh,NCF1 inh,p97 ATPase inh,Runt-SMMHC FRET,RBBP9 inhibitor,EBV gp42 block,Runt-CBFb FRET,Calpain2 inh
O=C1NCCCc2c1oc1cc(Br)c(O)c(Br)c21,17,-14,-2,-3,16,-10,-6,11,-18
Cc1cc(NC(=O)CCS(=O)(=O)c2nc(-c3ccccc3)cc(C(F)(F)F)n2)no1,nt,nt,0,nt,1,nt,-14,4,15
CCOc1ccccc1-c1ccc(C(=O)NCc2ccccc2)o1,-5,-28,-10,3,-1,-7,-9,2,-322
Cc1cc(Nc2ccccc2)c2c([N+](=O)[O-])ccc(C)c2n1,-8,-9,-5,0,1,-8,-1,-4,9
CN1CCN(C(=O)c2cc3sccc3n2CC(=O)c2ccccc2)CC1,2,-25,-7,0,1,-3,4,-1,-10
O=C(NCc1nnc(SCC(=O)N2CCOCC2)o1)c1c(F)cccc1Cl,4,-40,-14,4,4,-9,-10,3,-39
O=C(COc1ccc2ccc(=O)oc2c1)OCc1ccccc1,-8,-28,-4,1,0,-6,2,0,-17
CCCn1c(SCC(=O)NCc2ccc(C)cc2)n[nH]c1=O,-2,-29,-2,1,-1,-5,-8,0,-10
COc1ccccc1N(CC(=O)Nc1ccc(C(F)(F)F)cc1)S(C)(=O)=O,-2,-18,-9,1,2,-5,-2,0,-26
Cc1ccc(OCC(=O)N(Cc2cccs2)C2CCS(=O)(=O)C2)cc1 (stereo not given),2,-20,-15,-5,1,-1,-4,-1,13

# Reformatted: two of the compounds above.
CCOc1ccccc1-c1ccc(C(=O)NCc2ccccc2)o1
  TbHK1 inh: -5; Furin inh: -28; NCF1 inh: -10; p97 ATPase inh: 3; Runt-SMMHC FRET: -1; RBBP9 inhibitor: -7; EBV gp42 block: -9; Runt-CBFb FRET: 2; Calpain2 inh: -322

Cc1ccc(OCC(=O)N(Cc2cccs2)C2CCS(=O)(=O)C2)cc1 (stereo not given)
  TbHK1 inh: 2; Furin inh: -20; NCF1 inh: -15; p97 ATPase inh: -5; Runt-SMMHC FRET: 1; RBBP9 inhibitor: -1; EBV gp42 block: -4; Runt-CBFb FRET: -1; Calpain2 inh: 13

# Remaining list, next part.
SMILES,TbHK1 inh,Furin inh,NCF1 inh,p97 ATPase inh,Runt-SMMHC FRET,RBBP9 inhibitor,EBV gp42 block,Runt-CBFb FRET,Calpain2 inh
Cc1cnc(NC(=O)C2(c3ccccc3)CC2)s1,5,-12,-7,1,2,-1,-4,-2,4
CCOC(=O)N1CCN(C2CC(=O)N(c3ccc(F)cc3)C2=O)CC1 (stereo not given),-1,-5,0,-2,-69,-10,9,-2,-8
CCOc1ccc(-c2nc(C#N)c(N3CCN(C)CC3)o2)cc1,-16,-25[20 µM],2,-2,-2,-7,-10,0,-175
Cc1[nH]n(-c2ccccc2)c(=O)c1C(C[N+](=O)[O-])c1ccc(F)cc1 (stereo not given),-4,-16,-12,-3,7,-1,-11,1,14
COc1ccc(NC(=O)CSc2ccc(F)cc2)cc1S(=O)(=O)N1CCCCC1,8,1,-4,-2,2,-5,-10,-3,24
COc1cc(NC(=O)c2cc3ccccc3cc2O)c(OC)cc1Cl,-22,-25,-9,3,-64,4,22,-89,-60
CCCCCCNC(=O)C(=O)NCCc1ccc(Cl)cc1,1,-14,3,1,0,-8,-2,2,19
Cc1[nH]ccc(=O)c1OC1OC(CO)C(O)C(O)C1O (stereo not given),1,-10,-5,5,1,-4,-5,1,-18
CC1(C)CC2CC(C)(CN2C(=O)C23CCC(C)(C(=O)C2)C3(C)C)C1 (stereo not given),-2,-24,-5,2,1,3,6,-2,-12
CC(C)CCNc1nc(N)c([N+](=O)[O-])c(NCCO)n1,-66,3,2,-8,0,-6,-12,-1,26
CCCc1cc(=O)n2c(nc3ccccc32)[nH]1,-13,-19[20 µM],0,-4,-8,-1,0,-2,-157
COc1ccc(CCNC(=O)CSCc2ccc(Cl)cc2)cc1OC,-2,-14,-13,1,-2,1,-14,-2,2
COc1ccc(/C(N)=N/OC(=O)c2ccc3c(c2)OCO3)cc1OC,0,-10[20 µM],10,4,2,2,-14,-1,-2
COc1ccc(C(=O)CSc2cc(C)nc3nc(C)nn23)cc1OC,-5,-15,129*,8,-1,10,-6,-1,3
COc1cccc(-c2noc(-c3ccc(Cl)nc3)n2)c1,2,-15,2,-3,-2,-7,8,0,4
NC(=O)[C@@H]1CCNc2c(I)cc([N+](=O)[O-])cc2C(=O)N[C@@H](CCC(=O)O)C(=O)N[C@@H](CO)C(=O)N1,0,6,-6,-4,7,-9,-17,4,11
O=c1[nH]c2ccc(N/C(=N/S(=O)(=O)c3ccccc3)c3ccccc3)cc2[nH]1,-1,-12,4,10,-1,9,8,0,-6
COc1ccc(-c2nnc3ccc(SCC(=O)NCc4ccco4)nn23)cc1,4,-42,-9,1,3,-6,-12,4,-82
O=C1CN(C(=O)c2ccc(F)c(S(=O)(=O)N3CCOCC3)c2)c2ccccc2N1,-1,-25,-7,4,1,-6,-9,-1,0
COC(=O)Nc1ccc(S(=O)(=O)N2CCCCC2C(=O)O)cc1 (stereo not given),0,-15,-2,5,3,10,-15,2,-6
Cc1[nH]n(-c2cccc(Cl)c2)c(=O)c1/C=N/n1c(C)nc2ccccc2c1=O,-19,-21[20 µM],-4,-2,-3,5,4,2,-21
COCCN(Cc1cc2cc(C)ccc2n2nnnc12)C(=S)Nc1ccccc1C,8,-13,-5,-3,-6,1,8,0,11
CCN(CC)CCCN(Cc1cc2cc3c(cc2[nH]c1=O)OCO3)C(=S)Nc1ccc(OC)cc1,-21,-5,-7,-1,-14,-9,-13,-15,-47
Cc1ccc(C(=O)NC(=S)Nc2cccc3c(C)cc(C)nc23)cc1,-8,-17,3,3,3,-9,-9,3,46
NC(=O)c1cc([N+](=O)[O-])cc2c1C=Cc1ccccc1O2,-2,-16,-6,3,0,-11,-14,-2,-15
Cc1cc(C)n(CCc2nc(-c3ccco3)cs2)n1,-1,-18[20 µM],-20,-1,-2,3,9,4,-125
CNS(=O)(=O)c1cccc(C(=O)OCC(=O)N2CCc3ccccc3C2)c1,-9,-17[20 µM],30*,0,2,7,-15,1,-3
CC(=O)Nc1ccc(S(=O)(=O)Nc2ccc(-c3ccc4nnc(C)n4n3)cc2)cc1,-23,-12,7,0,-2,-7,13,-3,-24
COc1ccc(C(=O)NCC(=O)NCC2COc3ccccc3O2)cc1 (stereo not given),-4,-3[20 µM],2,4,-9,0,-7,1,0
CCOc1ccc(-c2nn[nH]n2)cc1OCC,4,-21[20 µM],3,6,-2,-2,4,1,-6
C#Cc1ccc([C@@H]2C=C(C(=O)NC3CC3)O[C@H](OCC)[C@H]2CCCO)cc1,-9,-23,-14,nt,1,nt,-18,1,2
O=C1N/C(=C\c2ccccc2)c2ccccc21,-34,-11[20 µM],-2,-3,0,-5,-22,-1,7
COc1cc(=O)n(C)c2ccccc12,-14,4[20 µM],-5,5,5,8,-3,2,-11
C/C(=N\Nc1nc(C)cc(-c2ccccc2)n1)c1ccc(C)o1,-29,-3[20 µM],-14,1,-5,-3,-24,-3,0
O=S1(=O)CCC(n2ncc3c2/C(=C/c2ccccc2)CC3)C1 (stereo not given),3,-17,-5,-1,0,-6,-3,0,-11
O=C(CCCCn1c(=O)[nH]c2ccsc2c1=O)NCc1cccnc1,-1,-17[20 µM],-3,6,2,-8,-19,4,0
O=C(c1ccc(Cl)cc1)c1nnc(-c2ccncc2)o1,-2,-16,-7,3,3,0,-24,-3,-20
O=C(Cc1ccccc1)NNC(=O)c1ccc(NC(=O)c2ccccc2)cc1,7,-15,-2,-4,-5,-17,-1,2,-1
Cc1ccccc1C(=O)Nc1ccccc1-n1cccc1,-7,-7[20 µM],-6,-3,-4,4,-36,1,-10
O=C(COC(=O)c1cccnc1SCC(=O)NCc1ccccc1)NCc1ccccc1,-1,1[20 µM],-39,0,0,-9,-11,-2,-21
O=C(NC(=S)Nc1ccccc1N1CCOCC1)c1ccc(-c2cc(Cl)ccc2Cl)o1,-29,3,-14,2,-6,0,-3,-1,-2
O=C1CC(N2CCSCC2)C(=O)N1c1cccc(Cl)c1 (stereo not given),-4,-37,-13,2,1,-2,-9,0,-13
CN1CCC(=NNC(=O)c2ccc(N(Cc3ccccc3Cl)S(C)(=O)=O)cc2)CC1,-5,-16,-17,3,5,-13,-14,-1,0
CCS(=O)(=O)c1ccc(O)c(NC(=O)NC2CCCCC2)c1,-3,-18,-24,10,2,-2,-8,3,-14
CC1=Nn2c(nnc2-c2ccco2)SC1,-7,-13,-21,3,2,-5,-6,0,3
O=C(Nc1cccc(-c2cn3cccnc3n2)c1)c1cccs1,-22,-38,-14,3,-1,-2,-20,-1,-125
c1ccc(CCSc2ncnc3nc[nH]c23)cc1,-4,-14,-7,-1,5,-10,1,-1,0
O=C(CSc1nnc2c3c4c(sc3ncn12)CCCC4)NCc1ccco1,2,-12,-7,0,-1,2,-11,0,-15
CN(C(=O)c1ccno1)c1nnc(-c2cnccn2)s1,-30,-10[20 µM],-6,-3,-2,-1,-21,0,-137
C=CCOC(=O)C1C(=O)CC(C)(O)C(C(=O)OCC=C)C1c1ccc(OCC)cc1 (stereo not given),2,5,-1,-4,0,-2,0,-4,-8
# The list continues:
SMILES,TbHK1 inh,Furin inh,NCF1 inh,p97 ATPase inh,Runt-SMMHC FRET,RBBP9 inhibitor,EBV gp42 block,Runt-CBFb FRET,Calpain2 inh
COc1ccc(N2C(=O)CC(N3CCN(Cc4ccc5c(c4)OCO5)CC3)C2=O)cc1 (stereo not given),-4,-25,1,1,-2,2,-18,2,-8
C(#Cc1ccccc1)C[N+]1(CC#Cc2cccc3ccccc23)CCOCC1,15,-13,-11,5,0,-9,4,-1,14
CCOc1ccc(OCC)c(NC(=O)c2ccc(CNc3c(N4CCCC4)c(=O)c3=O)cc2)c1,-15,-22,-9,3,-3,12,-22,1,9
COC(=O)N/N=C/c1cc(N=Nc2ccccc2Cl)ccc1O,-23,-14,0,-5,-1,-6,-3,1,4
CC(=O)c1c(NCCc2ccccc2)nc(=S)n(-c2ccccc2)c1C,-1,-7,-7,-2,2,-9,-4,3,31
O=C(c1cccc2ccccc12)C1CCCN(C(=O)CCN2CCCO2)C1 (stereo not given),-7,-26,2,-1,-3,-6,-7,0,-18
CCCCN1C(=O)c2ccc(C(=O)Nc3cccnc3)cc2C1=O,0,-9[20 µM],-7,-7,1,-2,-8,-1,29
CC(NC(=O)c1cccnc1)C(=O)N1CCCCC1 (stereo not given),0,-26,1,2,1,-11,-15,-1,-4
COCCNC(=O)c1cc(-c2ccccc2OC)on1,-1,-1,-9,3,2,4,-5,0,-28
CCOC(=O)c1cnc(Nc2ccccc2)nc1C(F)(F)F,-11,-20,-7,1,4,-6,-21,-2,5
CCCCN(C)C(=O)C(Cc1ccccc1)NS(=O)(=O)c1ccc2c(c1)c(=O)n(C)c(=O)n2C (stereo not given),-12,-21,-20,-4,3,-8,-14,-2,3
O=C(NC1CC2CCC1C2)C1COc2ccccc2O1 (stereo not given),3,-16[20 µM],-9,0,-1,0,-5,0,-10

# Some entries already given, limited to EBV gp42 block and RBBP9 inhibitor:
Compound	EBV gp42 block	RBBP9 inhibitor
COC(=O)N/N=C/c1cc(N=Nc2ccccc2Cl)ccc1O	-3	-6
CC(=O)c1c(NCCc2ccccc2)nc(=S)n(-c2ccccc2)c1C	-4	-9
O=C(c1cccc2ccccc12)C1CCCN(C(=O)CCN2CCCO2)C1 (stereo not given)	-7	-6
CCCCN1C(=O)c2ccc(C(=O)Nc3cccnc3)cc2C1=O	-8	-2
CC(NC(=O)c1cccnc1)C(=O)N1CCCCC1 (stereo not given)	-15	-11
